MOR-DOR inv ag: inverse agonists of MOR-DOR heterodimerization, primary screen, cell-based, luminescence; inhibition, % at 9.3 µM; AID 504357, 2011; Mu-type opioid receptor (Homo sapiens) + Delta-type opioid receptor (Homo sapiens), …; 340,000 tested, 0.21% active; cell-based MOR-DOR heterodimer luminescence, inverse agonism; in the data active = inhibition above about 22%, passing the limit was not always enough;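 note: 0% = cells with DMSO and 100% = wells without cells with DMSO; values of inactives mirror those of a sister screen read the other way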
Target sequence (P35372 whole entry, looked up): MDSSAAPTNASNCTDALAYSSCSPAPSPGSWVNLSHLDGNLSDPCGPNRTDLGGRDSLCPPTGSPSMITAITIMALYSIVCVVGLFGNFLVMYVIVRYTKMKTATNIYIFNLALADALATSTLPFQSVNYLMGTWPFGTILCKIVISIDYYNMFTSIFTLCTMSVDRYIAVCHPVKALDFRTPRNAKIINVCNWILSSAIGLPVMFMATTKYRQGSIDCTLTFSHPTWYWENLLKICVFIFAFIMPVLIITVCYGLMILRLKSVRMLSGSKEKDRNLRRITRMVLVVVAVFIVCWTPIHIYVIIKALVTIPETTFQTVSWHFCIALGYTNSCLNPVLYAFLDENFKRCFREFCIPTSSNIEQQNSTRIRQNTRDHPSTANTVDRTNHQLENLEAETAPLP
Target sequence (P41143 whole entry, looked up): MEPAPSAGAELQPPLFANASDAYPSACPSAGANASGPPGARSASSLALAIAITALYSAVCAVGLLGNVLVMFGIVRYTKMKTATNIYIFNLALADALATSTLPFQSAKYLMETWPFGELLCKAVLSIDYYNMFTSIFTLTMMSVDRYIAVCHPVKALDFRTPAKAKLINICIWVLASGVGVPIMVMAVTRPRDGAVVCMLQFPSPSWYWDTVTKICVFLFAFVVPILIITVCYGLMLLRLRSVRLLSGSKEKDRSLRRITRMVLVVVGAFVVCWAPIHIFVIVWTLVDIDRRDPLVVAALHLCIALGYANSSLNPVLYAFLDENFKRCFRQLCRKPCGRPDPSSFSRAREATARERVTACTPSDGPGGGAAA
PKA-R2B act: activators of PKA-R2B holoenzyme, primary screen, biochemical, fluorescence polarization, Cy5-IP20, human. cAMP-dependent protein kinase catalytic subunit beta (Homo sapiens) + cAMP-dependent …. PKA-R2B holoenzyme dissociation; R2B truncated from residue 108, S112A mutant; 0% DMSO only, 100% 113 µM cGMP. activation, % at 11.4 µM. 340,000 tested, 0.079% active. AID 504700, 2011;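 active = activation above a cutoff set at the mean over all compounds plus 3 SD, cut at about 18% in these data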;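 note: higher means more holoenzyme dissociation and a rise in polarization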
Pemphigus Ab inh: inhibitors of pemphigus antibody binding to DSG3, primary screen, biochemical, bead-based, flow cytometry, scFv-GFP; DSG3-coupled beads, scFv-anti-DSG3-GFP binding; active compounds read low; binding (percent of control), % at 10 µM; 310,000 tested, 0.48% active;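 active = binding more than 3 SD below its plate's average and above zero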;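 note: hits lower antibody fragment binding to DSG3; some compounds called inactive have numbers as strong as hits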
PKA-R1A act: activators of PKA-R1A holoenzyme, primary screen, biochemical, fluorescence polarization, Cy5-IP20, bovine R1A, mouse PKAc | cAMP-dependent protein kinase type I-alpha regulatory subunit (Bos taurus) + … | PKA-R1A dissociation; scaled: DMSO 0%, 113 µM cGMP 100% | activation, % at 11.4 µM | 340,000 tested, 0.083% active;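 active = percent activation above the mean of all tested compounds plus 3 SD, cut at about 19% in these data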;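 note: higher means more PKAc released from R1A so a rise in polarization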
DAGLB inh: DAGLB lipase inhibitors, primary screen, biochemical, fluorescence, HTS | inhibition, % at 5.17 µM | Diacylglycerol lipase-beta (Homo sapiens), Q8NCG7 | 340,000 tested, 0.059% active | AID 504411, 2011 | HEK293T DAGLB membrane lysate, EnzChek fluorogenic substrate; in the data active = inhibition above about 34%;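 note: 0% = enzyme with vehicle and 100% = wells lacking enzyme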
HTR5A ag: HTR5A agonists in luminescence cell assay, primary screen, counter-screen for OPRM1-OPRD1 heterodimer agonist project, full-deck HTS. 5-hydroxytryptamine receptor 5A (Homo sapiens), P47898. cell-based. activation, % at 9.3 µM. 340,000 tested, 0.61% active. AID 504692, 2011; in the data active = activation mostly above about 9.5%, no sharp cut-off; inactive = mostly below about 7.6%;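 note: 0% = cells with vehicle only and 100% = reference agonist; strong numbers were not always called active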
HTR5A inv ctr: HTR5A inverse agonists in luminescence cell assay, primary screen, counter-screen for OPRM1-OPRD1 heterodimer inverse agonist project, full-deck HTS | HTR5A cell line, inverse agonism | 5-hydroxytryptamine receptor 5A (Homo sapiens), P47898 | 340,000 tested, 0.083% active | inhibition, % at 9.3 µM; in the data active = inhibition mostly above about 23%, no sharp cut-off; inactive = mostly below about 18%;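 note: 0% = cells with DMSO and 100% = no-cell wells with DMSO; some compounds called inactive have numbers as strong as hits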
V-ATPase pH: regulators of yeast V-ATPase proton pumping, primary screen, pHLuorin cytosolic pH fluorescence; S. cerevisiae; response, % at 10 µM; 350,000 tested, 0.37% active; AID 504577, 2011; in the data active = response mostly above about 7.3%, no sharp cut-off; inactive = mostly below about 5.4%; note: actives read high; inactives centre near 0; some compounds called inactive have numbers as strong as hits; reference of the scale not given here
MOR-DOR ag: agonists of OPRM1-OPRD1 heterodimerization, primary screen, cell-based, luminescence | cells | Mu-type opioid receptor (Homo sapiens) + Delta-type opioid receptor (Homo sapiens), … | 340,000 tested, 0.3% active | activation, % at 9.3 µM; in the data active = activation above about 18%;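 note: 0% = vehicle-treated cells and 100% = reference agonist; values of inactives mirror those of a sister screen read the other way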
Arrestin-AP2 inh: inhibitors of beta-arrestin/AP2 binding, primary screen, biochemical, GPCR trafficking, flow cytometry; beta-arrestin 1 C-terminal peptide binding to AP2 beta2-adaptin appendage (human); FITC-arrestin peptide / GST-AP2 beads; AP2 beta2 appendage carries R879A mutation; inhibition, % at 10 µM; 340,000 tested, 0.31% active; AID 504490, 2011;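 active = inhibition above a set limit, near 3 SD of compounds lacking own fluorescence, cut at about 54% in these data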;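 note: plate controls were DMSO wells for no effect and 5 µM unlabelled arrestin peptide for full effect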
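System: GST-AP2 R879A bound to glutathione beads, E. coli-expressed. Also added: 50 nM FITC-arrestin peptide. Schedule: compound with beads 12 min RT, then probe 1 h RT. Signal: bead flow cytometry, FITC channel. Read-out basis: percent response.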
Active calls of the source: *; · = no result given.

SMILES	MOR-DOR inv ag	PKA-R2B act	Pemphigus Ab inh	PKA-R1A act	DAGLB inh	HTR5A ag	HTR5A inv ctr	V-ATPase pH	MOR-DOR ag	Arrestin-AP2 inh
Cn1nc(C(=O)Nc2c(-c3ccccc3)nc3sccn23)c2ccccc2c1=O	1	-17	104	6	2	6	-15	1	-0.1	-12
O=C(NNC(=O)C1CCC1)c1ccccc1F	6	-3	105	-2	1	-3	-11	1	-0.9	-10
COc1ccc(NC(=O)CNC(=O)Cc2cccc3ccccc23)cc1	4	7	102	10	3	1	10	1	-0.9	17
Cc1cc(N2CCCC2)c(C)cc1C=O	8	1	99	1	0	0	0	1	-1.6	5
CCN(CC)C(=O)Cn1cnc2sc(C(=O)NCCCN3CCOCC3)c(C)c2c1=O	12	-6	·	3	1	0	0	3	-1.7	-9
COc1ccc2[nH]cc(CCNC(=O)Cn3cc(C)c(=O)[nH]c3=O)c2c1	9	-3	100	3	-1	1	-3	3	-1.9	-4
CC(C)(C)NC(=O)N1CCC(CO)(Cc2ccccc2Cl)CC1	21	-13	97	-6	-2	-2	5	2	-4.6	-7
O=C(O)CCNc1nc(-c2ccccc2)c2cc(Br)ccc2n1	7	2	93	-4	1	-1	4	4	-1.2	10
CSC1=N/C(=C\c2ccc(C)o2)C(=O)S1	-4	-8	·	-9	0	1	-6	-1	0.7	2
Cc1cc(C)cc(OCC(=O)NCCN2CCOCC2)c1	8	3	99	4	0	5	-3	3	-1.3	-6
CSc1ccc(CN2CCN(C(=O)c3ccncc3)CC2)cc1	5	-4	101	-9	0	4	-10	1	-1.1	23
COc1ccc(Oc2c(C)oc3cc(OC(=O)N4CCOCC4)ccc3c2=O)cc1	11	2	103	-6	3	-3	-22	1	-2.1	22
CSc1ccc(C2=CC(=O)C[C@H](c3ccc(Cl)cc3)C2)cc1	-4	-5	99	-12	-19	13	-35	-2	0.7	36
Cc1ccc(C)n1-c1ccc(N(C)C)cc1	-9	-48	101	-31	7	1	-3	0	1.8	1
COc1ccc(NC(=O)c2ccccc2NC(=O)C2CC=CCC2C(=O)O)cc1 (stereo unspecified)	4	1	101	-15	2	2	-6	-6	-0.9	32
Cc1ccc(C2CC(=O)c3cnc(N4CCc5ccccc5C4)nc3C2)cc1 (stereo unspecified)	-4	-8	97	12	-10	2	-6	7	0.7	7
CCc1c(C)c2ccc(OC(C)C(=O)NC(Cc3c[nH]c4ccc(O)cc34)C(=O)O)c(C)c2oc1=O (stereo unspecified)	2	-3	106	-11	0	3	-2	0	-0.4	17
CCN1CCC(Nc2ccnc3cc(Cl)ccc23)CC1	·	9	102	10	-1	·	·	-1	·	-5
CCN(C(=S)Nc1ccc(Oc2ccccc2)cc1)c1ccccc1	-26	-8	111	-2	-3	-1	6	-3	4.8	-3
NC(=O)c1ccc(NCC2COc3ccccc3O2)c([N+](=O)[O-])c1 (stereo unspecified)	5	-4	95	-7	4	0	14	-1	-1.0	2
O=C(Nc1ccccc1-c1ccccc1)C12CC3CC(CC(C3)C1)C2	-54	-3	106	-5	-18	3	-14	-4	9.2	28
O=C(COC(=O)c1nc(Cl)ccc1Cl)NNC(=O)c1cccs1	14	-10	98	-12	0	-1	2	2	-2.9	-11
O=C(O)c1cc(Nc2nc(N3CCOCC3)nc(N3CCOCC3)n2)ccc1Cl	-11	3	99	-12	1	-2	15	-1	2.0	-2
CC(C)(C)c1nnc2sc(SCC(O)=C(C#N)c3nc4ccccc4[nH]3)nn2c1=O	18	1	116	1	3	1	-2	0	-3.5	13
COc1cc(C)nc(N2CCCC(C(=O)NCC(C)C)C2)n1 (stereo unspecified)	4	-3	112	-5	-1	5	-14	1	-0.7	6

Continuation.
SMILES	MOR-DOR inv ag	PKA-R2B act	Pemphigus Ab inh	PKA-R1A act	DAGLB inh	HTR5A ag	HTR5A inv ctr	V-ATPase pH	MOR-DOR ag	Arrestin-AP2 inh
COc1ccc(C2N(c3ccc(Cl)cc3)C(=O)C3CCCN32)cc1 (stereo unspecified)	6	-7	105	-1	0	3	-7	-2	-1.2	19
CC(C)(C)C(=O)Nc1ccc(C(=O)N/N=C/c2ccccc2OC(=O)c2ccc(Cl)cc2)cc1	-11	4	102	-6	0	4	26	1	2.1	3
CC(=O)N(c1ccccc1C)c1ccccc1C	11	-12	101	8	0	1	-3	-2	-2.1	1
COc1ccc(NC(=O)c2ccc3c(c2)n(C)c(=O)n3C)cc1	10	-6	102	-9	0	2	-6	2	-2.0	4
Cc1nonc1NC(=O)c1oc2ccc(F)cc2c1C	9	10	81	-8	-2	1	-2	4	-1.7	-26
COc1ccc(CCNC(=O)C2CCCN2C(=O)Nc2cccc(OC)c2)cc1 (stereo unspecified)	10	-11	115	0	-3	3	-9	-7	-1.9	2
COc1ccc(NC(=O)C2CCN(c3cnccn3)CC2)cc1OC	-2	-4	116	1	0	6	-18	0	0.2	-1
O=C(c1ccccc1Cl)N(Cc1ccccc1F)N1C(=O)CCCC1=O	15	4	98	-2	-1	-1	2	-1	-2.8	-2
Cc1ccc(SCc2ccc(C(=O)Nc3cc([N+](=O)[O-])ccc3C)cc2)cc1	4	-6	86	-5	-7	4	-9	-5	-0.8	1
CC(C)Cc1cc(C(=O)N2CCN(c3ccc(F)cc3)CC2)no1	-14	4	85	-20	-6	1	4	1	2.6	9
Cc1ccc(S(=O)(=O)N2CCCC(C(=O)NCc3ccccn3)C2)cc1 (stereo unspecified)	11	-1	96	-3	-1	0	-12	1	-1.8	17
Cn1c(N)c(C(=O)COC(=O)CCc2nc3ccccc3s2)c(=O)n(C)c1=O	4	2	99	-1	-5	-6	13	-2	-0.8	-15
CC(=O)Nc1ccc(NC(=O)CSc2ccc(-c3ccc(-n4ccnc4)cc3)nn2)cc1	-7	-6	119	4	-2	-7	17	5	1.3	9
S=C(Nc1ccc(Cl)cc1)NC1CCN(Cc2ccccc2)CC1	-33	-8	·	-4	3	3	-19	-6	6.4	9
O=C(Nc1cccc(Cl)c1)Nc1nnc(-c2ccncc2)s1	-21	7	101	22*	-1	7	-20	-4	4.0	-1
O=C(Nc1nc(-c2ccccn2)cs1)c1ccc(-c2ccccc2F)o1	-2	-1	98	0	1	1	-2	-3	0.4	1
O=C1NC2(C=Cc3c(ccc4ccccc34)O2)Oc2ccccc21 (stereo unspecified)	10	-4	·	3	-5	-2	5	-2	-1.7	19
CC12CCC(=O)C=C1CCCC2=O (stereo unspecified)	7	5	91	11	1	6	-20	1	-1.4	28
Cc1cccc(CN2CCC(n3nccc3NC(=O)CCCc3ccccc3)CC2)n1	7	-14	114	0	2	-3	6	-6	-2.2	27
CCCn1nnc(NC(=O)C(C)C)n1	15	-1	110	-7	-1	1	-1	2	-2.9	3
Cc1cc(=O)[nH]c(N/N=C/CCc2ccccc2)n1	-1	-10	100	-6	0	-3	3	-2	0.2	-13
CN(C)S(=O)(=O)n1cnc(C(CCO)c2ncn(S(=O)(=O)N(C)C)c2CCCO)c1 (stereo unspecified)	6	0	103	0	-2	4	-23	-4	-1.1	2
COc1cc(NS(=O)(=O)c2ccc(C)cc2)ccc1-n1cnnn1	-6	-1	103	-13	-2	8	-20	1	1.0	-5
COc1cccc(CC(NC(C)=O)C(=O)NC2CCN(C(=O)NCc3ccccc3)CC2)c1 (stereo unspecified)	7	-3	·	-7	1	5	-14	-3	-1.0	23
COc1ccc(NS(=O)(=O)c2cc(NC(=O)CC(=O)c3ccc([N+](=O)[O-])cc3)ccc2C)cc1	-57	3	86	5	15	-1	-22	2	9.0	1

Entries above with a nitro group on carbon (3):
SMILES	MOR-DOR inv ag	PKA-R2B act	Pemphigus Ab inh	PKA-R1A act	DAGLB inh	HTR5A ag	HTR5A inv ctr	V-ATPase pH	MOR-DOR ag	Arrestin-AP2 inh
NC(=O)c1ccc(NCC2COc3ccccc3O2)c([N+](=O)[O-])c1 (stereo unspecified)	5	-4	95	-7	4	0	14	-1	-1.0	2
Cc1ccc(SCc2ccc(C(=O)Nc3cc([N+](=O)[O-])ccc3C)cc2)cc1	4	-6	86	-5	-7	4	-9	-5	-0.8	1
COc1ccc(NS(=O)(=O)c2cc(NC(=O)CC(=O)c3ccc([N+](=O)[O-])cc3)ccc2C)cc1	-57	3	86	5	15	-1	-22	2	9.0	1

(more compounds)
SMILES	MOR-DOR inv ag	PKA-R2B act	Pemphigus Ab inh	PKA-R1A act	DAGLB inh	HTR5A ag	HTR5A inv ctr	V-ATPase pH	MOR-DOR ag	Arrestin-AP2 inh
CCN(CC)S(=O)(=O)c1cc(NS(=O)(=O)c2cccc(Cl)c2)ccc1C	-12	-4	109	-14	-1	-4	-23	-3	2.3	37
O=C1CN(c2ccc(Br)cc2)C(=O)N1CC(=O)N1CCCc2ccccc21	-3	-5	87	1	0	1	2	1	0.6	15
CC(=O)c1ccc(N2CCN(S(=O)(=O)c3ccc4c(c3)NC(=O)CO4)CC2)cc1	4	-6	96	-4	1	-1	-19	4	-0.8	-2
C=CCn1c(C(C)NC(=O)CCC)nc2ccccc21 (stereo unspecified)	2	0	102	5	0	-3	7	6	-0.3	24
Clc1ccc(OCCCCCN2CCCC2)c(Br)c1	-1	-6	90	-1	2	0	-1	1	0.2	-12
CC(C(=O)Nc1ccccc1)N1CCN(c2ccccn2)CC1 (stereo unspecified)	11	-8	·	2	-3	0	1	3	-2.4	-15
CCc1ccc(C(=O)NNC(=O)CN2C(=O)NC3(CCCC3)C2=O)cc1	7	5	83	-2	-2	-2	4	6	-1.6	-5
O=C(N/N=C\c1ccc(-c2cccc(Cl)c2)o1)C(=O)NC1CCCC1	6	11	100	8	2	2	-12	0	-1.2	1
COc1ccccc1N(CC(O)CN1C(=O)NC(C)(C)C1=O)S(=O)(=O)c1ccc(C)cc1 (stereo unspecified)	8	3	102	4	-2	-4	0	-3	-1.7	2
CC(=O)Nc1ccc(NC(=O)c2oc3cc(C)c(C)cc3c2C)cc1	-22	-17	75	-15	1	-5	13	2	3.9	10
COc1cc(C(=O)NC2CCN(Cc3nnnn3Cc3cccs3)CC2)cc(OC)c1OC	14	-8	93	4	3	3	-1	2	-2.8	-11
Fc1ccccc1CSc1nnc(-c2cccnc2)o1	18	10	106	-3	-1	-2	5	-2	-3.9	-39
O=c1oc2ccccc2c(Nc2ccc(Cl)cc2)c1[N+](=O)[O-]	1	4	110	12	6	8	16	-6	-0.2	13
Cc1csc(NC(=O)CSc2nc3[nH]ncc3c(=O)[nH]2)n1	22	-4	100	-17	1	5	-32	-2	-4.0	-11
O=C(Cn1cc(CCO)nn1)N1CCNCC1	27	-8	·	-2	3	5	1	-1	-6.0	-7
